VEEV TC-83 Vero – inhibitors of VEEV TC-83 cytopathic effect, confirmation, Vero cells (AID 588727); inhibition, % at 20 µM, or IC50 in µM where a hit was titrated; Vero cells, VEEV TC-83 cytopathic effect inhibition; higher % means a stronger effect; 0.13% of 350,000 active; in the data active = a potency from the dose series; inconclusive = inhibition mostly from about 14% at the one dose, without a potency; inactive = the rest, 99 in 100 with inhibition below about 12%; also: strong numbers were not always called active
PhoP GFP inhibition – Inhibition of PhoP regulon, Salmonella typhi GFP reporter cells, confirmation, 4 h (AID 1850); inhibition, % at 50 µM, or IC50 in µM where a hit was titrated; Salmonella Typhi PhoP-promoter GFP reporter, fluorescence, 4 h; higher % means a stronger effect; 0.33% of 310,000 active; in the data active = a potency from the dose series; inconclusive = inhibition mostly from about 25% at the one dose, without a potency; inactive = the rest, 99 in 100 with inhibition below about 19%;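 also: 0% = induced wells with vehicle and 100% = uninduced wells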
M. tuberculosis HTS – M. tuberculosis growth inhibition, HTS (AID 449762); M. tuberculosis H37Rv growth inhibition, 7H9 media; higher % means a stronger effect; inhibition, % at 25 µM, or IC50 in µM where a hit was titrated; 0.59% of 330,000 active; in the data active = a potency from the dose series; inconclusive = inhibition above about 70% without an active follow-up result;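 also: bacterial growth assessed after seven days of incubation; strong numbers were not always called active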
M. tuberculosis – growth inhibition of non-replicating M. tuberculosis (AID 488890) | Mycobacterium tuberculosis non-replicating, growth inhibition; higher % means a stronger effect | inhibition, % at 25 µM, or IC50 in µM where a hit was titrated | 0.39% of 320,000 active; in the data active = a potency from the dose series; inconclusive = inhibition mostly from about 82% at the one dose, without a potency; inactive = the rest, 99 in 100 with inhibition below about 76%;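 also: plate controls were DMSO cells for no effect and high antibiotic wells for full effect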
influenza NS1A – H1N1 influenza NS1A inhibitors, functional cell based assay (AID 504329) | NS1A functional cell-based assay, percent inhibition; higher % means a stronger effect | 0.3% of 340,000 active | inhibition, % at 12.5 µM; hits with a dose series show IC50 in µM; in the data active = a potency from the dose series; inconclusive = inhibition above about 27% without an active follow-up result; also: strong numbers were not always called active
VEEV TC-83 Vero 10K pilot screen – recorded beside VEEV TC-83 Vero, whose call it bears; inhibition, %; measured here: 10K pilot screen inhibition
* hit, by the source's call; i = inactive; ? = inconclusive; · = not tested or not shown.

SMILES | VEEV TC-83 Vero | PhoP GFP inhibition | M. tuberculosis HTS | M. tuberculosis | influenza NS1A | others
O=[N+]([O-])c1cc(-c2ccc(/C=N/c3nc4ccccn4c3-c3ccco3)o2)ccc1Cl | 8.3% | -6% | 16% | 7% | 4%
COc1cccc(/C=N/Nc2nc3ccccc3[nH]2)c1OC | 8.5% | -2% | 1% | 41% | -1%
COC(=O)[C@@]1(Cc2ccc(OC)cc2)[C@H]2c3cc(C(=O)N(C)C)n(C[C@H](O)CO)c3C[C@H]2CN1C(=O)c1ccccc1 | · | 1% | -3% | 3% | ·
CCC(C(=O)NCc1ccco1)n1nc(C)c2c(C)n(-c3ccccc3)nc2c1=O (stereo unspecified) | i | 4% | -1% | 4% | 6%
O=C(CCN(NC(=O)c1ccccc1)C1=NS(=O)(=O)c2ccccc21)NC1CCCCC1 | 0.8% | -4% | 1% | 14% | -13%
COc1ccc(Cn2ccnc2SCC(=O)Nc2cccc(NC(C)=O)c2)cc1 | i | -2% | -14% | -7% | 3%
Cc1ccc(SCC2=NN(c3nc(C)cc(C)n3)C(=O)C2)cc1 | i | 10% | 5% | -32% | -3%
COCCN=C(NS(=O)(=O)c1cccs1)c1ccccc1Cl | 1.1% | · | 0% | · | -17%
Cc1ccc(OCC(=O)NNC(=S)NC(=O)C(C)(C)C)c(Br)c1 | 2.5% | 12% | ? | ? | 7%
COC(=O)c1ccc(NC(=O)c2cccnc2)cc1 | 1.2% | 0% | 0% | -10% | 2%
COc1ccc(OC)c(S(=O)(=O)N2CCN(c3ccccc3)CC2)c1 | 0.3% | -5% | 5% | 1% | 2%
Cc1ccc(S(=O)(=O)Nc2cc(=O)[nH]c(SCC(=O)Nc3cccc(C)c3)n2)cc1 | 2.6% | 6% | -5% | 13% | -10%
COCCOC(=O)c1c(NC(=O)COC(=O)c2ccc(C)o2)sc(C(N)=O)c1C | 3.5% | · | -1% | 1% | -9%
Cc1ccc(-c2cn3c(=S)[nH]nc3s2)cc1 | 0.4% | -3% | -1% | -24% | 2%
CCOC(=O)C1C(=O)CC(C)(O)C(C(=O)OCC)C1c1ccc(Br)cc1 (stereo unspecified) | 2.8% | -7% | 4% | 3% | -24%
Cc1cc(C)c2oc(C(=O)N3CCN(Cc4ccccc4)CC3)cc(=O)c2c1 | i | 0% | 2% | -4% | 1%
CN(C)n1cccc1/C=C(\C#N)S(=O)(=O)c1cccc(Cl)c1 | 0.6% | 4% | 10% | -12% | ·
COC(=O)c1ccc(/C=C/c2c(-c3ccc(OC)cc3)oc3ccc(N4CCOCC4)cc23)cc1 | 5.7% | -5% | ? | 8% | -4%
c1ccc(OCc2nnc3sc(C4COc5ccccc5O4)nn23)cc1 (stereo unspecified) | i | 7% | 5% | 5% | 0%
CCOc1ccc(C(C(=O)NC2CCCC2)N(C(=O)CNC(=O)c2ccco2)c2cccnc2)cc1 (stereo unspecified) | 2.1% | -2% | 1% | 5% | 4%
Cc1nn(Cc2ccc(Cl)cc2Cl)c(Cl)c1C(=O)Nc1ccc(OC(F)F)cc1 | 0.2% | 12% | 6% | -11% | -6%
Cc1ccccc1N(C(=O)c1csnn1)C(C(=O)NC(C)(C)C)c1cccs1 (stereo unspecified) | i | -2% | -5% | 10% | -5%
COc1ccc(-c2nc(SC)n(S(=O)(=O)c3ccccc3)n2)cc1 | 0.8% | -5% | 4% | 27% | 6%
Cc1c(=O)n(OCc2cccc(F)c2)c2ccccc2[n+]1[O-] | 1.7% | 9% | -17% | -3% | 1%
O=C1CC(c2cccs2)c2cc3c(cc2N1)OCCO3 (stereo unspecified) | 1.3% | -1% | -6% | 7% | -2%

Quoted at random: three records from the list
SMILES | VEEV TC-83 Vero | PhoP GFP inhibition | M. tuberculosis HTS | M. tuberculosis | influenza NS1A | others
CN(C)n1cccc1/C=C(\C#N)S(=O)(=O)c1cccc(Cl)c1 | 0.6% | 4% | 10% | -12% | ·
c1ccc(OCc2nnc3sc(C4COc5ccccc5O4)nn23)cc1 (stereo unspecified) | i | 7% | 5% | 5% | 0%
Cc1ccccc1N(C(=O)c1csnn1)C(C(=O)NC(C)(C)C)c1cccs1 (stereo unspecified) | i | -2% | -5% | 10% | -5%

More structures follow:
SMILES | VEEV TC-83 Vero | PhoP GFP inhibition | M. tuberculosis HTS | M. tuberculosis | influenza NS1A | others
CN(C)c1oc(COc2ccc(F)cc2)nc1C#N | 1.7% | -8% | 6% | 10% | -1%
O=C(CC1C(=O)NCCN1Cc1ccccc1)NCCCOc1cccnc1 (stereo unspecified) | 0.5% | -12% | -5% | 1% | 9%
CN(C)C(=O)Oc1ccc(-c2cn3cc(C(F)(F)F)ccc3n2)cc1 | 0.7% | -5% | 0% | -5% | -9%
C#CCOCCOCCOCCNc1nc(N2CCN(C(=O)CCCCCCCCCCNC(=O)[C@H]([C@@H](C)CC)n3cc(CCCCN=C(N)N)nn3)CC2)nc(N2CCN(C(=O)CCCCCCCCCCNC(=O)[C@H](CCCCN)n3cc(C[C@@H](C)CC)nn3)CC2)n1 | · | ? | ? | 73% | ·
COCC(=O)N(C)C1(c2nnnn2CCOC(=O)Nc2ccc(Cl)cc2)CCCCC1 | 0.7% | -8% | 6% | -7% | -6%
COc1ccc(CC(=O)N/N=C(\C)c2ccc(Br)s2)cc1 | 0.3% | -7% | 0% | 7% | -17%
Cc1ccc(OCC(=O)Nc2ccccc2N2CCOCC2)c(C)c1 | 4.6% | -10% | 0% | 6% | -11%
O=C(NCc1ccccc1Cl)C1CCN(c2cnccn2)CC1 | 1.1% | 5% | 1% | 4% | -3%
COc1ccccc1CCNC(=O)CCSc1nc(-c2ccco2)cc(C(F)(F)F)n1 | 5.9% | 3% | -2% | 23% | -9%
CNC(=O)c1nnsc1S(=O)c1ccc(Cl)cc1 (stereo unspecified) | 0.5% | · | · | · | 2% | VEEV TC-83 Vero 10K pilot screen=0.0
O=C(Nc1ccc2c(c1)CCC2)c1cnc(Cl)c(Cl)c1 | 0.5% | 2% | 45% | ? | -11%
CC(=O)c1ccc(OCc2cc(C(=O)N3CCN4CCCC4C3)no2)cc1 (stereo unspecified) | 1.3% | -1% | -2% | -1% | -1%
CCNc1nc(Oc2ccc(C(=O)OC)cc2)nc(N2CCOCC2)n1 | 0.8% | 4% | 3% | 0% | -9%
Cn1c(SCC(=O)N2CCCC2)nc2ccccc21 | 0.3% | 12% | 7% | 8% | -8%
CCOc1ccc(C(=O)Nc2ccc3c(c2)OCCO3)cc1[N+](=O)[O-] | 2.0% | 7% | -1% | -14% | ·
COc1cc(OC)nc(NC(=O)NS(=O)(=O)c2ccccc2Cl)n1 | 2.8% | 7% | -3% | -30% | -11%
CCc1nnc(NC(=O)c2oc3ccc(Br)cc3c2C)s1 | 0.9% | · | -2% | · | -12%
COc1ccc(Oc2cc(C)c3cccc(C)c3n2)cc1 | 5.4% | 1% | 3% | 20% | -1%
CCOC(=O)CNC(=O)CNC(=O)c1nn(-c2ccc(OC)c(OC)c2)c(=O)c2ccccc12 | ? | -8% | 23% | -14% | 20%
Cc1ccc(C(CNC(=O)Nc2ccc(Cl)cc2)N2CCN(C)CC2)cc1 (stereo unspecified) | i | 7% | 9% | 21% | 5%
Cc1ccc(C)c2sc(NC(=O)C3CC3)nc12 | 10% | 11% | 6% | 25% | -1%
O=C1C=C(N2CCOCC2)CO1 | 0.0% | -4% | 0% | -10% | 8%
O=S(=O)(c1cnccc1N1CCN(/N=C/c2ccc(Cl)cc2)CC1)N1CCCCC1 | 7.8% | -3% | -3% | -5% | 7%
CC[C@H](C)[C@H]1CNC(=O)C(=O)N1CC1CCN(CCc2ccccc2)CC1 | i | · | · | · | -4%
COc1cc(C(=O)Nc2nnc(CC(=O)NCc3ccccc3)s2)cc(OC)c1OC | 6.6% | -6% | 5% | -18% | 22%

Next section:
SMILES | VEEV TC-83 Vero | PhoP GFP inhibition | M. tuberculosis HTS | M. tuberculosis | influenza NS1A | others
CCC1CCC/C1=N\NC(=O)c1ccc(Cl)cc1 (stereo unspecified) | 2.3% | 3% | -5% | 52% | 13%
O=C(COC(=O)CNC(=O)c1sc2ccccc2c1Cl)NC1CCS(=O)(=O)C1 (stereo unspecified) | 0.1% | 6% | -3% | 7% | -11%
CN(C)C(=S)Nc1ccc(Br)c(Cl)c1 | i | 6% | 36% | 10% | 7%
CC1CCN(C(=O)CCCN2C(=O)c3cccnc3Oc3ccc(Cl)cc32)CC1 | 0.9% | 2% | 0% | 0% | 8%
N=c1ccn(Cc2ccc(F)cc2)cc1 | i | 5% | -6% | -7% | ·
CCn1c(O)c(C=NC2CCCC(C)C2C)sc1=S (stereo unspecified) | 2.7% | -3% | ? | 65% | 9%
Cc1ccc2cc3c(N)c(C(=O)N4CCOCC4)sc3nc2c1 | 2.8% | -6% | 11% | -10% | 3%
Cn1cccc1CNC1CCCC1 | 0.8% | -21% | 1% | -10% | -5%
N=C1/C(=C/c2ccco2)C(=O)N=C2SC(CC(=O)N3CCCC3)=NN12 | 2.2% | 11% | 2% | -14% | 0%
Cc1nn(C)c(C)c1CN(C(=O)C1CCC(=O)N(C2CCCCCC2)C1)C(C)C (stereo unspecified) | 3.0% | 4% | -6% | -10% | -2%
CC(=O)NCCn1c(SCc2cccc([N+](=O)[O-])c2)nc2ccccc2c1=O | 0.8% | 6% | 10% | 39% | -7%
O=C(Cn1nc(C(F)(F)F)c2c1CCC2)NCc1ccc(Cl)cc1 | 1.6% | 2% | -2% | 60% | -16%
CC(C)n1c(C(F)(F)F)nc2cc(C(=O)N3CCC(O)CC3)ccc21 | i | 4% | 6% | -4% | -4%
CCCn1c(C(O)c2ccc(OC)c(OC)c2)nc2ccccc21 (stereo unspecified) | i | -4% | -2% | 18% | -10%
CC(=O)c1cc(C)ccc1OC(=O)c1cccnc1 | 0.6% | 18% | -7% | -19% | -1%
COc1ccc(-c2nn(CCC#N)cc2C(=O)Nc2ccccc2Br)cc1 | i | 2% | 2% | 0% | -9%
CCc1ccccc1NC(=O)c1cc(-c2cccs2)on1 | 2.8% | 11% | 1% | 69% | 3%
Cc1ccc(Nc2nc(N/N=C\c3ccc4c(c3)OCO4)nc(N3CCOCC3)n2)cc1 | 9.2% | 3% | ? | 47% | -1%
Cc1noc(NS(=O)(=O)c2ccc(NC(=O)c3ccc(N(C)C)cc3)cc2)c1C | 1.4% | · | 34% | 14% | -18%
Cc1csc(CNc2ncnc3ccc(-c4ccoc4)cc23)c1 | 1.3% | · | -7% | 17% | -1% | VEEV TC-83 Vero 10K pilot screen=5.3
COc1cc(/C=N/Nc2ccc(F)cc2F)cc(OC)c1O | 1.1% | 17% | 26% | ? | 9%
O=C(NCc1ccncc1)/C(=C\c1ccc(F)cc1)NC(=O)c1ccccc1 | 1.2% | -3% | 3% | 2% | -11%
COc1ccc(CNS(=O)(=O)c2ccc(-c3cnc(C4CC4)o3)cc2)cc1 | 0.2% | -5% | 6% | 5% | 0%

Structures shown so far that have an aryl thioether with sulfur outside any ring, in the order listed:
SMILES | VEEV TC-83 Vero | PhoP GFP inhibition | M. tuberculosis HTS | M. tuberculosis | influenza NS1A | others
COc1ccc(Cn2ccnc2SCC(=O)Nc2cccc(NC(C)=O)c2)cc1 | i | -2% | -14% | -7% | 3%
Cc1ccc(SCC2=NN(c3nc(C)cc(C)n3)C(=O)C2)cc1 | i | 10% | 5% | -32% | -3%
Cc1ccc(S(=O)(=O)Nc2cc(=O)[nH]c(SCC(=O)Nc3cccc(C)c3)n2)cc1 | 2.6% | 6% | -5% | 13% | -10%
COc1ccc(-c2nc(SC)n(S(=O)(=O)c3ccccc3)n2)cc1 | 0.8% | -5% | 4% | 27% | 6%
COc1ccccc1CCNC(=O)CCSc1nc(-c2ccco2)cc(C(F)(F)F)n1 | 5.9% | 3% | -2% | 23% | -9%
Cn1c(SCC(=O)N2CCCC2)nc2ccccc21 | 0.3% | 12% | 7% | 8% | -8%
CC(=O)NCCn1c(SCc2cccc([N+](=O)[O-])c2)nc2ccccc2c1=O | 0.8% | 6% | 10% | 39% | -7%

Bioassay records from PubChem BioAssay.

Rows were taken by chance; any-hit rate near 1.6%.
